Source: PubChem (National Center for Advancing Translational Sciences (NCATS))
Cycloheximide cs: counter-screen hit for Shiga toxin inhibitors, cycloheximide; max response, %; AID 2314; 12% of 300,000 active; cell reporter, cycloheximide protein synthesis inhibition counterscreen; in the data active = max response mostly above about 13%, no sharp cut-off; inactive = mostly below about 14%; note: read at 38.3 µM for the half of the compounds with a filed dose; 0% is about no effect
LmPK inhibitor: blocks Leishmania mexicana pyruvate kinase activity | purified LmPK, Kinase-Glo ATP luminescence, 1 h | Potency, µM (top dose mostly 57.5 µM), for inactives: top-dose activity change, negative = inhibition, most hits filed as inhibitors | 0.37% of 290,000 active; note: potency is the fitted concentration of half-maximal effect; % is set by controls: 0 for no effect and ±100 for the full control effect
Target sequence (Q27686 whole entry, looked up): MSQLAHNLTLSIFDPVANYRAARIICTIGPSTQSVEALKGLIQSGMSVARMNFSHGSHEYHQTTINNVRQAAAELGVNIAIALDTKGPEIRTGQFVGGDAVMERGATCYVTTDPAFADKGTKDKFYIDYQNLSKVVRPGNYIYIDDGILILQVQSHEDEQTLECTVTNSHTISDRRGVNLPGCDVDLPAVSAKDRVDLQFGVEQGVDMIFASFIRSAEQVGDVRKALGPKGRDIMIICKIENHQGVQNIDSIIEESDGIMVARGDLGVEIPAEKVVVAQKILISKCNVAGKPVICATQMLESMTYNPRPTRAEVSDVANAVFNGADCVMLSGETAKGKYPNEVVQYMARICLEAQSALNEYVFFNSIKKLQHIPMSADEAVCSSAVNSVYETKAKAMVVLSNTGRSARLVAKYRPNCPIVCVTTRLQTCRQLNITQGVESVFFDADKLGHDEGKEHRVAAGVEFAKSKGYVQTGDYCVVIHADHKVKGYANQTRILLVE
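Screened at intermediate enzyme activity to detect both inhibitors and activators: LmPK at 0.1 nM, with a 0.5 nM enzyme column as activation reference. PEP 0.5 mM, ADP 0.1 mM; ATP detected by luminescence after 1 h.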
AMA1-RON2 inh: disrupts binding of P. falciparum AMA1 to RON2. AlphaScreen AMA1-biotinylated RON2 peptide binding. 0.2% of 360,000 active. Potency, µM (top dose mostly 58.2 µM), without a hit: top-dose activity change, negative = inhibition, hits mostly inhibitors. AID 720542;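 note: potency is the fitted concentration of half-maximal effect; 0% = vehicle wells and -100% = peptide control; nearly all actives have a fitted effect of over 45% in size; some results filed as inactive show a strong effect at the top dose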
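AMA1 (3D7) with his tag at 25 nM final met compounds first, then biotinylated RON2 peptide at 25 nM; detection used donor plus acceptor beads, 10 µg/mL apiece, read by AlphaScreen after 30 min at room temperature.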
Shiga toxin inh: inhibitors of Shiga toxin in Vero cells. Vero cells, Shiga toxin protein synthesis inhibition reporter. inhibition, % at 38.7 µM. 9.2% of 290,000 active; in the data active = inhibition mostly above about 28%, no sharp cut-off; inactive = mostly below about 43%; note: 0% is about no effect
Pf growth 48h: P. falciparum growth inhibition at 48 hours (one generation); P. falciparum luciferase growth in erythrocytes, 48 h; Potency, µM (titrated, usually from 28.7 µM), for inactives: top-dose activity change, negative = inhibition, most hits filed as inhibitors; 5.9% of 310,000 active; AID 504832; note: potency is the fitted concentration of half-maximal effect; % is set by controls: 0 for no effect and ±100 for the full control effect
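Parasite viability was followed by luminescence of a genomically integrated firefly luciferase. Cultures held 0.1% parasitemia at 2% hematocrit (final), incubated under 5% CO2 at 37 C.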
Pf growth 96h: P. falciparum growth inhibition at 96 hour, primary screen for plastid delayed-death inhibitors; 6.9% of 320,000 active; P. falciparum luciferase reporter growth, 96 h; Potency, µM (top dose mostly 28.7 µM), for inactives: at the highest dose activity change, negative = inhibition, most hits filed as inhibitors; note: potency is the fitted concentration of half-maximal effect; % is set by controls: 0 for no effect and ±100 for the full control effect
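P. falciparum expressing integrated firefly luciferase grown in erythrocytes (2% hematocrit, 0.05% parasitemia final) with compounds for 96 hours at 37 C, 5% CO2. Growth inhibition read as loss of luminescence after adding luciferase detection reagent.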
Tb PYK inh: inhibitors of Trypanosoma brucei pyruvate kinase; TbPYK enzyme, Kinase-Glo Plus ATP luminescence, 45 min; Potency, µM (titrated, usually from 76.8 µM), for the others: top-dose activity, negative = inhibition, usual class: inhibitors; Q57TT1; 0.12% of 410,000 active; note: potency is the fitted concentration of half-maximal effect; % is set by controls: 0 for no effect and ±100 for the full control effect; nearly all actives have a fitted effect of over 50% in size
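ADP (130 uM final) triggers the TbPYK reaction after compound addition; incubation is 45 min at room temperature. Kinase-Glo Plus is then added and luminescence imaged. Normalized data are fitted to concentration-effect curves.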
* marks the source's active call; other numbers are inactive results; ? = inconclusive; / = no result given; [ ] = another dose, or the depositor's remark. Unless noted, calls come from the whole dose curve; as a rule, active = well fitted curve in the direction sought with a large enough effect; inconclusive = small, poorly fitted or top-dose-only effect, or another doubt; inactive = no such curve, though single readings can be large; an effect the other way counts as inactive or inconclusive.

Values in the order: Cycloheximide cs, LmPK inhibitor, AMA1-RON2 inh, Shiga toxin inh, Pf growth 48h, Pf growth 96h, Tb PYK inh
- COc1cc(C2C(C(=O)c3ccc(C)o3)=C(O)C(=O)N2c2cc(C)on2)ccc1O (configuration not stated)
 : -1, 0%, -5%, 16, 33%[activator], 69%[activator], -10%
- O=C(O)c1cc(C(F)(F)F)nc2c(C(F)(F)F)cccc12
 : -3, 6%, -4%, -4, 2%, 45%[activator], 7%
- O=C(NCc1ccccc1)N(Cc1cc2cc3c(cc2[nH]c1=O)OCO3)CC1CCCO1 (configuration not stated)
 : -1, 0%, 4%, -15, -22%, ?, -7%
- CCOc1ccccc1NC(=O)CSc1nnc(-c2cnccn2)n1CC
 : 7, 0%, -3%, -9, -26%, /, -1%
- CC(=O)c1cc2c(cc1NC(=O)CN1CCN(c3cccc(C(F)(F)F)c3)CC1)OCO2
 : 1, 6%, -5%, 2, ?, 62%[activator], 1%
- COC(=O)c1ccncc1N
 : -1, -2%, 8%, -18, 1%, 27%, -1%
- CCOC(=O)C1=C(O)/C(=C/N(C)C)N=C1C
 : -4, 5%, -3%, -13, -20%, 7%, 3%
- Cc1ccc(C(=O)NCC(=O)Nc2cc(C)ccn2)cc1
 : /, /, -6%, /, 36%[activator], 186%[activator], -2%
- O=C(Nc1ccccc1Sc1ccccc1)c1ccc(F)cc1
 : 3, -1%, 41%[activator], 7, 10%, 66%[activator], -5%
- CC(C)(C)c1nnc(N/N=C/c2ccccc2O)n(N)c1=O
 : -3, 1%, 11%, -2, 3.3µM*, ?, -6%
- COc1ccc(S(=O)(=O)N2CCN(C(=O)c3ccc(NC(C)=O)cc3)CC2)cc1
 : /, /, 7%, /, ?, -9%, 0%
- C=CCn1c(SCC(=O)N2CCOCC2)nnc1C(C)NC(=O)c1ccccc1 (configuration not stated)
 : -1, -9%, -14%, -12, 32%[activator], ?, -10%
- O=S(=O)(NCC(c1ccco1)N1CCN(c2ccccc2F)CC1)c1ccc(F)cc1 (configuration not stated)
 : -5, 1%, -2%, 8, 0%, -28%, -3%
- O=S(=O)(c1ccc2c(c1)OCCO2)N1CCc2ccccc21
 : -1, 5%, 15%, -4, -4%, 0%, -2%
- COc1cc(NC(=S)NCC2CCCO2)c(OC)cc1Cl (configuration not stated)
 : -1, 2%, -10%, -3, -11%, 8.3µM*, -2%
- O=C(Cn1ccc2ccccc2c1=O)NCC1COc2ccccc2O1 (configuration not stated)
 : -1, 1%, 0%, 1, -1%, ?, 1%
- O=C1CC(c2ccccc2)C(C(=O)O)N1 (configuration not stated)
 : -4, 9%, 1%, -7, /, -10%, -3%
- CCn1c(C(c2ccccc2)c2ccccc2)n[nH]c1=S
 : -5, -18%, 38%[activator], -13, /, ?, 8.9µM*
- COc1cc(NC(=O)c2ccccc2[N+](=O)[O-])c(C(=O)O)cc1OC
 : -4, 3%, -2%, 1, 4%, ?, -2%
- CCOC(=O)c1c(C)nc2ccccn12
 : 1, -2%, 4%, 19, 26%, /, 7%
- NC(=O)CC(NC(=O)Cc1cccc2ccccc12)c1ccc(NC2CCCCCC2)c([N+](=O)[O-])c1 (configuration not stated)
 : -1, 7%, -20%, 2, -1%, 6%, 2%
- COc1ccccc1OCc1n[nH]c(=S)n1Cc1ccccc1
 : 2, -1%, 69%[activator], 18, ?, ?, 4µM*
- CCOc1ccccc1NC(=O)c1cc(-c2ccncc2)nc2c(Cl)cccc12
 : -4, -2%, -9%, 4, 5.2µM*, -1%, 7%
- CCOC(=O)Cn1c(=O)c2c(nc(N3CCOCC3)n2C)n(C)c1=O
 : -5, 5%, 8%, -22, -13%, /, -13%
- C=CCOc1c(CNc2ccc3[nH]c(=O)[nH]c3c2)cccc1OC
 : 6, 4%, -29%, -6, -7%, -4%, -5%
- C=CCN1C(=O)/C(=C2/Sc3ccccc3N2C)SC1=Nc1c(C)n[nH]c1C
 : -3, 7%, -1%, 18, ?, 53%[activator], -8%
- CCCc1cc(C(N)=O)c(NC(=O)c2cc(C)on2)s1
 : 14, -3%, 35%[activator], 34, -3%, /, -24%
- CCN1CCN(C(=O)C2CCC(=O)N(Cc3cccc(C(F)(F)F)c3)C2)CC1 (configuration not stated)
 : 5, -2%, 10%, 8, -11%, ?, -4%
- NC(=O)c1ccccc1NC(=O)CN1CCCCCC1
 : 11, 0%, 1%, 19, 124%[activator], ?, 1%
- CC1(CC(=O)NNC(=O)Nc2ccccc2)OCCCO1
 : -1, 1%, 13%, -4, 37%[activator], 23%, 2%
- COc1ccc2[nH]c(=O)c(CN(C(=O)c3ccccn3)c3ccccc3)cc2c1
 : 12, -1%, -1%, 17, 27%, 16%, 0%
- CC(C)OP(=O)(OC(C)C)C(O)c1ccc(Br)cc1 (configuration not stated)
 : -3, -1%, -10%, -12, 4%, 17%, 5%
- CCc1ccc(/C(C)=N/NS(=O)(=O)c2ccc(OC)cc2)s1
 : -2, -4%, -12%, -9, 30%, 33%[activator], 8%
- Nc1nnc(SCC(=O)NC23CC4CC(CC(C4)C2)C3)s1
 : -2, -6%, 4%, -4, /, -18%, /
- CCc1cccc(NC(=O)C(NC(=O)C2CCCCC2)C(C)C)c1 (configuration not stated)
 : -4, -2%, -12%, -5, ?, 8%, -2%
- CCCCOc1ccc(C(=O)CCN2CCCCC2)cc1
 : -2, 2%, 12%, -7, -14%, -1%, -16%
- COc1ccc(NC(=O)COC(=O)CNC(=O)C2CCCCC2)cc1
 : 6, 3%, 2%, 13, -4%, 36%[activator], 2%
- CC1CN(S(=O)(=O)c2cccc(C(=O)OC/C(O)=C(\C#N)c3nc4ccccc4[nH]3)c2)CC(C)O1 (configuration not stated)
 : 9, 1%, 98%[activator], 8, -3%, 22%, -8%
- Fc1ccc(-c2nnc(SCc3cccnc3)o2)cc1
 : 26*, 3%, -19%, 66*, 100%[activator], 27%, -7%
- Cc1cc(C)c2oc(=O)cc(CN3CCC(C)CC3)c2c1
 : -1, 4%, -25%, -1, 10µM*, ?, 4%
- Nc1c(Br)cc2oc(-c3ccccc3)nc2c1Br
 : 18*, -4%, -11%, 33, 227%[activator], 273%[activator], 0%
- OC1(c2ccc(Cl)cc2)CCN(Cc2nc(-c3cnccn3)no2)CC1
 : -3, -1%, -4%, 7, 9%, ?, -3%
- COc1ccc(N(C(=O)CNC(=O)c2ccco2)C(C(=O)NCC2CCCO2)c2ccc(OC)c(OC)c2)cc1 (configuration not stated)
 : 0, 6%, -2%, 10, -30%, -10%, 12%
- Oc1ccc(C=Nc2ccccc2-c2nc3ccccc3[nH]2)c(O)c1
 : 13*, -5%, 65%[activator], 51, 116%[activator], 18%, 2%
- Cc1nc([N+](=O)[O-])c(Sc2nc3ccccc3[nH]2)n1Cc1ccccc1
 : -4, 3%, 16%, -12, ?, 4.1µM*, -11%

Fetched by structure from the entries so far, 3 records:
Values in the order: Cycloheximide cs, LmPK inhibitor, AMA1-RON2 inh, Shiga toxin inh, Pf growth 48h, Pf growth 96h, Tb PYK inh
- O=C(NCc1ccccc1)N(Cc1cc2cc3c(cc2[nH]c1=O)OCO3)CC1CCCO1 (configuration not stated)
 : -1, 0%, 4%, -15, -22%, ?, -7%
- Oc1ccc(C=Nc2ccccc2-c2nc3ccccc3[nH]2)c(O)c1
 : 13*, -5%, 65%[activator], 51, 116%[activator], 18%, 2%
- COc1ccc2[nH]c(=O)c(CN(C(=O)c3ccccn3)c3ccccc3)cc2c1
 : 12, -1%, -1%, 17, 27%, 16%, 0%

Next part
Values in the order: Cycloheximide cs, LmPK inhibitor, AMA1-RON2 inh, Shiga toxin inh, Pf growth 48h, Pf growth 96h, Tb PYK inh
- CC(=O)Nc1ccc(NC(=O)CSc2ncnc3sc(C)c(C)c23)cc1
 : -5, 4%, 14%, -9, 22%, ?, 5%
- Cc1cccnc1NC(=O)CNC(=O)c1cccs1
 : /, /, -9%, /, 12%, -15%, -2%
- Cc1nn(-c2ccccc2)cc1/C=N/NC(N)=S
 : 13, -12%, 63%[activator], 40*, ?, ?, 0%
- O=S(=O)(NCCC1=CCCCC1)c1c(Cl)cccc1Cl
 : /, /, 2%, /, ?, ?, -3%
- CCCCn1c(N)c(N(CC)C(=O)c2ccc(Cl)c([N+](=O)[O-])c2)c(=O)[nH]c1=O
 : 2, -1%, -12%, 5, -4%, 37%[activator], -4%
- Cc1ccc(CNC(=O)c2ccc(S(=O)(=O)N3CCCCC3)cc2)cc1
 : /, /, 17%, /, ?, -2%, -7%
- CC(=O)Nc1ccccc1C(=O)C(=O)Nc1ccc(C)c(F)c1
 : 59*, 9%, 4%, 103*, 208%[activator], ?, -5%
- Cc1ccc(NC(=O)CCCN2C(=O)c3cccc4cccc(c34)C2=O)cc1
 : -1, 4%, -3%, 2, 9%, 33%[activator], 4%
- O=C(CO/N=C/c1ccc(OC(F)F)cc1)NC1CCCC1
 : -3, 1%, 5%, -1, -1%, -9%, -4%
- COc1ccc(CNC(=O)CN2C(=O)CCSc3ccc(S(=O)(=O)N4CCCC4)cc32)cc1
 : -2, 1%, -7%, -11, -20%, -14%, -6%
- O=C1C2C3C=CC(C3)C2C(=O)N1CN(Cc1ccccc1)CN1C(=O)C2C3C=CC(C3)C2C1=O (configuration not stated)
 : 1, 2%, 8%, -13, 3%, ?, -11%
- COC(=O)CSc1cnc2ccccc2n1
 : -5, -4%, 0%, -5, 3%, -4%, 4%
- CC(OC(=O)c1ccccc1Oc1ccccc1)C(=O)NC1CC1 (configuration not stated)
 : 1, 4%, -5%, 5, ?, ?, -2%
- CC(C)CC(=O)Nc1ccc(N2CCOCC2)cc1
 : 16, -1%, 4%, 89*, 36%[activator], /, 3%
- CC1=CC=CN2CC(O)CN=C12 (configuration not stated)
 : 5, -2%, -8%, -7, 44%[activator], 0%[5.75 µM], -7%
- CCOP(=O)(OCC)C(O)c1ccc(OC)c(OC)c1 (configuration not stated)
 : -2, 21%, 20%, 2, -5%, -6%, -5%
- C=CCc1cc(C=O)cc(OCC)c1O
 : 0, -1%, 5%, 2, 20%, 25%, -7%
- c1ccc(-c2nc(-n3nc4ccccc4n3)nc3ccccc23)cc1
 : -1, 2%, 9%, -7, 13%, 23%, 5%
- COc1ccc(-c2cc(C(=O)OCC(=O)N3CCCC3)c3ccccc3n2)cc1
 : 13, 0%, 14%, 31, -1%, /, 4%
- NC(=O)c1cc(C(=O)c2ccccc2Cl)c[nH]1
 : -3, -6%, -21%, -8, 15%, 48%[activator], 2%
- Cc1ccc(-c2nc(NC(=O)c3nn(C)cc3[N+](=O)[O-])sc2C)cc1
 : -5, 3%, -1%, -15, 9%, /, -4%
- Cc1ccccc1/C=C1\Sc2ccc(C(=O)N3CCN(c4ccccn4)CC3)cc2N(C)C1=O
 : -1, 0%, -21%, -9, ?, 47%[activator], 2%
- O=C(Nc1ccccc1)c1nn(-c2cccc(C(F)(F)F)c2)ccc1=O
 : 2, 0%, -14%, 11, 4%, -20%, -2%
